# AT treatment – potential ataxia-telangiectasia treatments restoring KAP-1 phosphorylation; […] A-T fibroblasts, KAP-1 phosphorylation AlphaLISA; neocarzinostatin DNA damage 30 min before lysis; Potency, µM (doses to about 57.5 µM), for the others: top-dose activation, hits mostly activators; 320,000 tested, 0.19% active; further: potency means the concentration at half of the fitted maximal effect; % of control where 0% means no effect; nearly all actives have a fitted effect of over 45% in size
#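 ATM-like activity read as KAP-1 phosphorylation via AlphaLISA donor/acceptor antibody pairs after lysis and 6 hr at 25C. Cells were ATM-null patient fibroblasts ([…], hTERT), dosed 60 min, then exposed to the DSB inducer NCS for 30 min.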
# Integrin act MD – activates integrin-mediated alleviation for muscular dystrophy. Potency, µM (titrated, usually from 38.3 µM), inactives show at the top dose activation, hits mostly activators. AID 624291. alpha7betagal myoblasts, beta-gal FDG fluorescence, 48 h. 350,000 tested, 0.064% active;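 further: potency means the concentration at half of the fitted maximal effect; 100% = response of the positive control SU9516; nearly all actives have a fitted effect of over 60% in size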
#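 alpha7betagal+/- myoblasts (passage 13, 250/well) treated 48 h at 37C with compounds at 1:260 dilution of DMSO stock. Lysed, then beta-galactosidase activity read as FDG fluorescence (ex 480/em 540) after 30 min, with pre-read for autofluorescence.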
# Menin MLL FP TR – menin-MLL binding inhibition, Texas Red mutant peptide | O00255 | Menin + Texas Red MLL mutant peptide, fluorescence polarization | Potency, µM (titrated, usually from 61.6 µM), for inactives: at the highest dose FP activity change, negative = inhibition, hits mostly inhibitors | 270,000 tested, 0.23% active | AID 1768; active means well fitted inhibition curve with a large enough effect in the polarisation, with a control signal flat, not every such curve was filed as active; inconclusive means small, poorly fitted or top-dose-only effect, or effect the other way, or a change in a side signal; inactive means no such curve, though single readings can be large or run the other way; the % refers to the polarisation; further: potency means the concentration at half of the fitted maximal effect; % of control where 0% means no effect; many of its hits are not listed in these tables
# Mito fusion act – blocks mitochondrial division or promotes mitochondrial fusion; S. cerevisiae fusion-defective mutant growth rescue, CellTiterGlo 48 h; Potency, µM (doses to about 46.1 µM), for inactives: at the top dose growth rescue (activation), usual class: activators; 320,000 tested, 0.23% active;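 further: potency means the concentration at half of the fitted maximal effect; % of control where 0% means no effect; nearly all actives have a fitted effect of over 45% in size; temperature-sensitive fusion mutants such as fzo1-1 at 37 °C on non-fermentable ethanol glycerol medium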
#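 Compounds are tested for their ability to restore growth of mitochondrial fusion-defective yeast strains at non-permissive 37C in YPEG medium over 48 hours. Viability is quantified by luciferase luminescence.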
# TSHR antagonist – blocks TSH signaling through the human TSH receptor; 330,000 tested, 0.2% active; activity change, negative = inhibition, % at 11.5 µM; TSHR-expressing cells, TSH-stimulated cAMP HTRF, 2 h; stronger effect = lower value; P16473; AID 504810;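 active means activity change below a set negative limit, meaning inhibition stronger than a set level, cut at about -70% in these data; inconclusive means activity change between two set negative limits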; further: on the % scale 0 is the no-effect control and ±100 the full control effect
#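 Inhibition of cAMP made by TSHR-expressing cells under TSH stimulation (4nM final, EC80; 2 h, 37 deg C) is quantified with a one-step lysis HTRF kit, anti-cAMP cryptate versus cAMP-d2.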
# MLL CXXC-DNA inh – inhibitors of human MLL CXXC domain-DNA interaction. Potency, µM (highest dose often 115 µM), for the others: at the highest dose activity change, negative = inhibition, usual class: inhibitors. MLL-CXXC / FITC-HOXA9 DNA fluorescence polarization. 290,000 tested, 0.037% active. AID 2662. Q03164; active means well fitted inhibition curve with a large enough effect in the polarisation, with a control signal flat, not every such curve was filed as active; inconclusive means small, poorly fitted or top-dose-only effect, or effect the other way, or a change in a side signal; inactive means no such curve, though single readings can be large or run the other way; the % refers to the polarisation; further: potency means the concentration at half of the fitted maximal effect
#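 Fluorescence polarization: 7 uM MLL-CXXC (stock) preincubated 5 min with compounds, then 50 nM fluorescein-HOX-A9 DNA (stock) added; 30 min ambient. Buffer 50 mM Tris-HCl pH 7.5, 50 mM NaCl, 1 mM DTT, 0.05% BSA.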
# MBNL1 CUG block – MBNL1-poly(CUG) RNA binding inhibition. TR-FRET MBNL1-His/biotin-(CUG)12 binding, 665/545 ratio. Potency, µM (doses to about 57.5 µM), for inactives: top-dose activity change, negative = inhibition, most hits filed as inhibitors. 280,000 tested, 0.036% active. AID 2675; active means well fitted inhibition curve with a large enough effect in the signal ratio, with a control signal flat, not every such curve was filed as active; inconclusive means small, poorly fitted or top-dose-only effect, or effect the other way, or a change in a side signal; inactive means no such curve, though single readings can be large or run the other way; the % refers to the signal ratio; further: potency means the concentration at half of the fitted maximal effect; on the % scale 0 is the no-effect control and ±100 the full control effect
# Target sequence (Q9NR56 whole entry, looked up): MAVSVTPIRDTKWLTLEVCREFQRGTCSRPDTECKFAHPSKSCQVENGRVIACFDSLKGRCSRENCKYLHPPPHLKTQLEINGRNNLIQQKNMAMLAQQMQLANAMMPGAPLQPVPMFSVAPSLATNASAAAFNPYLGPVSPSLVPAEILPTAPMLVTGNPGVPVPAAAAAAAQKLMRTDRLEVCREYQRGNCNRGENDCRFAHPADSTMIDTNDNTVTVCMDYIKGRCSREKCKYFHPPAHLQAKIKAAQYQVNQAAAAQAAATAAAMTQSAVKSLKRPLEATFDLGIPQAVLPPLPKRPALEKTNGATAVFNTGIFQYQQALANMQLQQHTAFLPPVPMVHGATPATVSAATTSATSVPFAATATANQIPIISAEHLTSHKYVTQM
#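 MBNL1-His + Biotin-(CUG)12, cpd titration 92 nM–58 uM; Tb anti-His Ab 0.055 ng/ul, SA-XL665 5 nM (final); 60 min RT; ratiometric 665/545 nm, Ex 340 nm; normalized to buffer and full-complex controls.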
# TSG101-PTAP inh – blocks PTAP/TSG101 interaction to inhibit HIV-1 budding; Q99816; Fluorescence polarization, FITC-PTAP peptide / Tsg101 binding; Potency, µM (highest dose often 115 µM), for inactives: at the highest dose activity change, negative = inhibition, usual class: inhibitors; 340,000 tested, under 10 active; AID 493005; active means well fitted inhibition curve with a large enough effect in the main read-out, with a control signal flat, not every such curve was filed as active; inconclusive means small, poorly fitted or top-dose-only effect, or effect the other way, or a change in a side signal; inactive means no such curve, though single readings can be large or run the other way; further: potency means the concentration at half of the fitted maximal effect; % of control where 0% means no effect
#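 Tsg101 binding domain (10 uM final) was mixed with compound and a FITC-labeled PTAP peptide (50 nM final) in HEPES pH 7.5 buffer with NaCl, Tween 20, EDTA and TCEP; fluorescence polarization was read after 20 min at r.t.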
# ASM inhibitor – inhibitors of human secretory acid sphingomyelinase. P17405. placental ASM, HMU-PC fluorogenic substrate, 60 min. Potency, µM (titrated, usually from 57.5 µM), inactives show at the highest dose activity change, negative = inhibition, most hits filed as inhibitors. 340,000 tested, 0.006% active; further: potency means the concentration at half of the fitted maximal effect
# Target sequence (P17405 47-631 limits assumed): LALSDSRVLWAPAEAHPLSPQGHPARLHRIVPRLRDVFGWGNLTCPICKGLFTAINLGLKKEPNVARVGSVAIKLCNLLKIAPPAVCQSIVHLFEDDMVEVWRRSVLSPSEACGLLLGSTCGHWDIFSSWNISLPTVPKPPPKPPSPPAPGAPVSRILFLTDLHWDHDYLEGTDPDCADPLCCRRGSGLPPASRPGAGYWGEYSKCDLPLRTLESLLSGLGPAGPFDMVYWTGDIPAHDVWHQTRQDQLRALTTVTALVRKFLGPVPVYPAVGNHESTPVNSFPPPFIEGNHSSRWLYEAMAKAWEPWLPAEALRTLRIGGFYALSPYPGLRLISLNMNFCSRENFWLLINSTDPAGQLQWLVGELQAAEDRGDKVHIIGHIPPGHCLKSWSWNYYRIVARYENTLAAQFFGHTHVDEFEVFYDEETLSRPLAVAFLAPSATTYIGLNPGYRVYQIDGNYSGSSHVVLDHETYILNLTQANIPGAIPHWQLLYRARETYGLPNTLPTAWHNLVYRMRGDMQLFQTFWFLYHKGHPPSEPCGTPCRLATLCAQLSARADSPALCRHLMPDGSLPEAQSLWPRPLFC
#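 qHTS format. ASM enzyme prepared from human placenta hydrolyses the fluorogenic substrate HMU-PC0 (9 uM final) over 60 min at 37 °C after a 10 min compound preincubation.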
# TCR act – activators of T cell receptors; primary human leukocytes, anti-CD3, IL-2 HTRF, 48 h; Potency, µM (top dose mostly 9.22 µM), for inactives: top-dose activation of IL-2 secretion, actives largely listed as activators; 330,000 tested, under 10 active; AID 504894; further: % of control where 0% means no effect
#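 Readout: HTRF IL-2, Eu-cryptate/d2 antibody pair, 320nm excitation, 665nm emission. Stimulus: a-CD3 beads, no co-stimulation. Cells: primary human leukocytes. Exposure: 48 hr with compound.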
# The depositor's hits bear a star; ? = inconclusive; · = not tested or not shown; [ ] = dose if it differs, or a comment. Unless noted, the call rests on the fitted dose curve; in most records, active means well fitted curve in the direction sought with a large enough effect; inconclusive means small, poorly fitted or top-dose-only effect, or another doubt; inactive means no such curve, though single readings can be large; an effect the other way counts as inactive or inconclusive. Some of the compounds tested, so the mix of outcomes need not match the whole.
SMILES,AT treatment,Integrin act MD,Menin MLL FP TR,Mito fusion act,TSHR antagonist,MLL CXXC-DNA inh,MBNL1 CUG block,TSG101-PTAP inh,ASM inhibitor,TCR act
CCOc1ccc(N=C(NN)c2ccc3ccccc3n2)cc1,-11%,7%,-10%,0%,6,-4%,0%,1%,-2%,-4%[46.1 µM]
CCn1cc(C2C3=C(CC(C)(C)CC3=O)N(c3ccccc3)C3=C2C(=O)CC(C)(C)C3)c(C)n1,7%,18%,-18%,-4%,-7,8%,-7%,-6%,101%[activator],4%[46.1 µM]
COc1cc(NC(=O)COC(=O)C=C(C)C)c(C)cc1[N+](=O)[O-],-7%,-13%,8%,2%,2,2%,?,0%,0%,2%
NC(=S)Nc1ccc(Oc2ccc(NC(N)=S)cc2)cc1,5%,-4%,17%,0%,-5,-3%,8%,-5%,5%,6%
CCOC(=O)c1c(NC(=O)CN2CCC(C)CC2)sc(C)c1C,-2%,15%,-16%,1%,11,-7%,2%,-1%,0%,2%
NNc1cccc(C=Cc2ccccc2)cc1=O,·,-10%,·,·,·,·,·,6%,0%,0%
O=C(c1ccccc1)c1ccc(N2CCOCC2)cc1,·,0%,·,·,·,·,·,1%,-1%,-1%
CCC(=O)Nc1ccc(Oc2ccc3c(c2)C(=O)N(c2ccc(O)cc2)C3=O)cc1,1%,6%,·,0%,9,2%,19%,-5%,-1%,1%
Cc1ccc(CNC(=O)CCC(=O)Nc2nnc(C3CCCCC3)s2)cc1,-8%,25%,·,-4%,3,-5%,3%,3%,-4%,-2%
CCCCCCNC(=O)Cc1nc2nc(C)cc(C)n2n1,0%,-12%,-10%,4%,2,-9%,-22%,-6%,2%,-3%
O=c1[nH]c(CSc2nnnn2-c2ccccc2)nc2ccccc12,0%,-2%,8%,-5%,-13,-3%,-8%,-3%,2%,-1%
CCN(CC)C(=O)CC(c1ccc(N(C)C)cc1)c1c(OC)cc(OC)c2ccc(=O)oc12 (stereo not drawn),27%,29%,0%,7%,-3,1%,1%,·,-21%,0%
Cn1c(=O)c2sccc2n2c(CCCC(=O)N3CCN(c4ccccn4)CC3)nnc12,-7%,-9%,·,-1%,1,1%,-8%,-5%,1%,16%
COc1ccc(-n2c(=O)c3c(C)c(C)sc3n(Cc3cccc(F)c3)c2=O)c(OC)c1,-2%,-6%,-18%,-1%,6,2%,-3%,1%,-7%,-11%
O=C(NNc1cccc(Cl)c1)c1cccnc1Oc1ccccc1,-5%,-27%,·,-15%,4,-2%,·,0%,-1%,5%
CCC(C)C(NC(=O)C(C)NC(=O)CNC(=O)CNC(=O)OCc1ccccc1)C(=O)OC (stereo not drawn),-1%,18%,7%,-1%,-3,8%,-8%,-7%,4%,-2%[46.1 µM]
O=C(Nc1ccc2c(c1)OCCO2)C1CCN(S(=O)(=O)c2cccs2)CC1,3%,-1%,18%,2%,-6,7%,-9%,-4%,2%,2%
C=CCN1C(=O)C2(NC(=O)c3ccccc3N2)c2ccccc21 (stereo not drawn),1%,-38%,5%,0%,4,9%,2%,-5%,227%[activator],-2%
Cc1cc(C)n2nc(C(=O)N/N=C/c3ccccc3Cl)nc2n1,4%,17%,-1%,-1%,-10,-14%,12%,1%,-1%,3%
O=C(N/N=C1\CC(c2ccccc2)Oc2ccccc21)c1ccc(O)cc1 (stereo not drawn),2%,-27%,?,-7%,7,8%,9%,-9%,-5%,-5%

# An excerpt from above with just Mito fusion act:
Molecule	Mito fusion act
Cc1cc(C)n2nc(C(=O)N/N=C/c3ccccc3Cl)nc2n1	-1%
CCCCCCNC(=O)Cc1nc2nc(C)cc(C)n2n1	4%
COc1cc(NC(=O)COC(=O)C=C(C)C)c(C)cc1[N+](=O)[O-]	2%

# Copied from the list:
# Integrin act MD, CCN(CC)C(=O)CC(c1ccc(N(C)C)cc1)c1c(OC)cc(OC)c2ccc(=O)oc12 (stereo not drawn) : 29%
# Integrin act MD, O=C(c1ccccc1)c1ccc(N2CCOCC2)cc1 : 0%
# Menin MLL FP TR, NC(=S)Nc1ccc(Oc2ccc(NC(N)=S)cc2)cc1 : 17%
# Integrin act MD, CCn1cc(C2C3=C(CC(C)(C)CC3=O)N(c3ccccc3)C3=C2C(=O)CC(C)(C)C3)c(C)n1 : 18%

# Additional records:
SMILES,AT treatment,Integrin act MD,Menin MLL FP TR,Mito fusion act,TSHR antagonist,MLL CXXC-DNA inh,MBNL1 CUG block,TSG101-PTAP inh,ASM inhibitor,TCR act
Cc1ccccc1C(=O)NC(=S)Nc1ccc(Oc2ccc(Cl)cc2)cc1,1%,22%,16%,-7%,-15,-4%,10%,-5%,-2%,-3%
O=C(Cc1ccccc1)NC(CSSCC(NC(=O)Cc1ccccc1)C(=O)O)C(=O)O (stereo not drawn),·,21%,·,·,·,·,·,0%,2%,0%
CCOc1c(Br)cc(Br)cc1/C=C1\SC(N)=NC1=O,12%,-19%,0%,0%,18,31%[activator],-2%,1%,4%,0%
NC(=O)C1CCN(C(=O)C(=O)c2cn(CC(=O)N3CCCC3)c3ccccc23)CC1,7%,7%,·,-1%,19,-15%,-1%,-6%,3%,3%
Cc1ccc(NC(=S)N(C)N)cc1Cl,-3%,-15%,7%,6%,-5,4%,-4%,-8%,5%,12%
CC(C(c1ccc2c(c1)OCO2)c1c(N)n(C)c(=O)n(C)c1=O)[N+](=O)[O-] (stereo not drawn),·,-70%,·,·,·,·,·,-1%,7%,1%
Cc1ccc(C)c(NC(=S)NC(C)C(c2cccs2)N2CCOCC2)c1 (stereo not drawn),?,-14%,-13%,-5%,-8,7%,-4%,-5%,5%,-3%
O=C(CN1C(=O)c2ccccc2C1=O)NCc1ccc(C(=O)O)cc1,12%,-2%,-13%,10%,19,15%,23%,-1%,-6%,-2%
CCC1CCCCN1CCCNC(=O)c1ccc(N2CCCC2=O)cc1 (stereo not drawn),-6%,?,·,-9%,1,15%,-1%,-9%,3%,3%
O=S(=O)(c1cccc2c(Cl)cccc12)N1CCCNCC1,·,·,-3%,?,-17,14%,·,·,·,·
CCN1C[C@@H]2[C@@H]3C(=O)N(Cc4ccccc4)C(=O)[C@@H]3[C@](C)(C1=O)N2C(=O)c1ccc(C)cc1,·,22%,·,·,·,·,·,0%,0%,2%
CNC(=O)COc1ccc(C=O)cc1OC,-2%,25%,-3%,-6%,-3,0%,8%,-2%,·,4%[46.1 µM]
Cc1ccc(NC(=O)Cn2cccc2C2=NC(c3ccccc3)CO2)cc1C (stereo not drawn),0%,15%,-2%,-2%,-2,-2%,10%,-1%,-4%,0%[46.1 µM]
O=C(c1ccccc1Cl)N1CCN(S(=O)(=O)N2CCCCC2)CC1,13%,?,?,1%,-27,15%,-5%,-1%,-2%,3%
CCSCCOC(=O)C1=C(C)N(C)C(=O)NC1c1ccc2c(c1)OCO2 (stereo not drawn),-7%,24%,-13%,0%,-2,-1%,-6%,-4%,0%,6%
CCOC(=O)C1CCN(c2cc(=O)n(-c3ccc(OC)cc3)c(=O)[nH]2)CC1,4%,14%,6%,-6%,-3,14%,4%,1%,6%,4%
CCn1c(=O)[nH]c(=O)c2c(N)c(C(=O)c3cc(F)ccc3F)sc21,-4%,6%,·,16%,0,2%,6%,6%,-2%,1%
CCN(CC)c1ccc(/C=N/Nc2nc(C)cc(=O)[nH]2)c(O)c1,-12%,0%,-1%,7%,-17,5%,?,-1%,55%[activator],-11%[46.1 µM]
COc1ccc(-c2nsc3c(SCc4ccccc4)ncnc23)cc1,4%,8%,3%,0%,9,2%,?,2%,20%,-3%[46.1 µM]
COc1ccccc1N1CCN(CCCCOc2ccc(C)cc2C)CC1,-5%,-33%,?,-10%,-7,1%,-9%,-1%,-1%,-2%
CCN(CC)S(=O)(=O)c1ccc(N2CCOCC2)c(NC(=O)C2CCCC2)c1,1%,-2%,-26%,7%,18,17%,·,1%,-1%,3%
O=C(NCO)c1cccnc1,·,-8%,-1%,·,·,·,·,0%,3%,12%
